Bioassay records from PubChem.
ASM inhibitor: blocks human secretory acid sphingomyelinase | P17405 | placental ASM, HMU-PC fluorogenic substrate, 60 min | AID 504937 | 340,000 tested, 0.006% active | Potency, µM (titrated, usually from 57.5 µM), for the others: top-dose activity change, negative = inhibition, usual class: inhibitors; also: potency is read from the fitted curve at half-maximal effect
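HMU-PC0 cleavage (9 uM final) by human placental ASM, 60 min at 37 °C following 10 min compound exposure at RT; stopped at pH 10, fluorescence Ex 386/Em 447 nm.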
Eya2 phos inh: inhibitors of human Eya2 phosphatase activity; O00167; recombinant Eya2, OMFP fluorescence dephosphorylation (OMFP is methylfluorescein phosphate); Potency, µM (doses to about 76.9 µM), for inactives: at the highest dose activity, negative = inhibition, usual class: inhibitors; 330,000 tested, 0.006% active; also: potency is read from the fitted curve at half-maximal effect; % is scaled to controls: 0 for no effect and ±100 for the full control effect
Target sequence (O00167 whole entry, looked up): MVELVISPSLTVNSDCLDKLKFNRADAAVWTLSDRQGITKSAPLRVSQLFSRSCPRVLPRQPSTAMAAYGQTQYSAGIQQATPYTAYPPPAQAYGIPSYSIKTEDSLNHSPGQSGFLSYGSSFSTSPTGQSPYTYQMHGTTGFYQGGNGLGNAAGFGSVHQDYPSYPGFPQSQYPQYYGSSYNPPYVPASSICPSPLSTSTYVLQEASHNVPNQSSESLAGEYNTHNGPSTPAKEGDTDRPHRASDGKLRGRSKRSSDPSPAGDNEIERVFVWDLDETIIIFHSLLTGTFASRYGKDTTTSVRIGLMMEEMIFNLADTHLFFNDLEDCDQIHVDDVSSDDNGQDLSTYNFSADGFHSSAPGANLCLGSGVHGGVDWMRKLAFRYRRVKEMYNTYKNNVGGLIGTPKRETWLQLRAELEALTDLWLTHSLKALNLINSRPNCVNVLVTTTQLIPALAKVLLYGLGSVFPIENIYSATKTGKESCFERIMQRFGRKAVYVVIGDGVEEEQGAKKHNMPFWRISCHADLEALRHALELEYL
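Eya2 (0.2 uM) preincubated 10 min at ambient with compound, then OMFP substrate added at 50 uM; 10 min reaction in 50 mM HEPES pH 7.5, 50 mM NaCl, 5 uM MgCl2, 0.05% BSA, 1 mM DTT. Fluorescence read at Ex 485/Em 525 nm.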
Chronic BCR inh: chronic active BCR signaling inhibition; Potency, µM (top dose mostly 46.1 µM), for inactives: at the highest dose ratio change, negative = lower green/red ratio, hits mostly inhibitors; ABC-DLBCL IkBa-CBG/CBR reporter, luminescence ratio, 4 h; AID 493014; 340,000 tested, 0.05% active; active = well fitted inhibition curve with a large enough effect in the signal ratio, with a control signal flat, not every such curve was filed as active; inconclusive = small, poorly fitted or top-dose-only effect, or effect the other way, or a change in a side signal; the % refers to the signal ratio;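 also: potency is read from the fitted curve at half-maximal effect; plate controls were basal doxycycline-induced cells for no effect and cells given 10 µM MG132 for full effect; MG132 reads +100%, hits lower the ratio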
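Compounds up to 46 uM were incubated four hours with TMD8 cells whose green CBG68 luciferase is fused to IkappaBalpha; red CBR luminescence normalised the signal, and concentration-effect curves were fitted to fusion, red and ratio data.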
ELG1 repair inh: ELG1-dependent DNA repair inhibition; HEK293T ELG1-luciferase reporter, luminescence, 16 h; DNA damage induced by 5-fluorouridine; Potency, µM (doses to about 46.1 µM), for the others: at the top dose activity change, negative = inhibition, actives largely listed as inhibitors; 330,000 tested, 2.3% active; also: potency is read from the fitted curve at half-maximal effect; % is scaled to controls: 0 for no effect and ±100 for the full control effect; nearly all actives have a fitted effect of over 55% in size
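Overnight (16 hr) co-exposure of 2,000 cells/well to 5-fluorouridine and compound at 37 °C preceded detection. Luciferase was quantified via ONE-Glo luminescence; loss of signal denotes inhibition.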
TSHR antagonist: blocks TSH signaling through the human TSH receptor; TSHR-expressing cells, TSH-stimulated cAMP HTRF, 2 h; active compounds read low; activity change, negative = inhibition, % at 11.5 µM; AID 504810; 330,000 tested, 0.2% active; P16473;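 active = activity change below a set negative limit, meaning inhibition stronger than a set level, cut at about -70% in these data; inconclusive = activity change between two set negative limits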; also: % is scaled to controls: 0 for no effect and ±100 for the full control effect
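TSHR-expressing cells were treated with compounds, then stimulated with TSH at EC80 (4nM final) for 2 hours at 37 deg C. Cellular cAMP was measured by HTRF competition between lysate cAMP and cAMP-d2 for a cryptate-labelled anti-cAMP antibody.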
TCR act: activators of T cell receptors; Potency, µM (top dose mostly 9.22 µM), inactives show top-dose activation of IL-2 secretion, actives largely listed as activators; primary human leukocytes, anti-CD3, IL-2 HTRF, 48 h; AID 504894; 330,000 tested, under 10 active; also: % of control where 0% means no effect
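48 hr co-incubation of compounds, a-CD3 beads and primary human leukocytes; IL-2 quantified homogeneously by HTRF with anti-IL-2 K and d2 conjugates.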
A-T KAP1 phos: candidate therapy for ataxia-telangiectasia; […] A-T fibroblasts, KAP-1 phosphorylation AlphaLISA; neocarzinostatin DNA damage 30 min before lysis; Potency, µM (titrated, usually from 57.5 µM), inactives show at the top dose activation, usual class: activators; 320,000 tested, 0.19% active; AID 485349; also: potency is read from the fitted curve at half-maximal effect; % of control where 0% means no effect; nearly all actives have a fitted effect of over 45% in size
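ATM-like activity read as KAP-1 phosphorylation via AlphaLISA donor/acceptor antibody pairs after lysis and 6 hr at 25C. Cells were ATM-null patient fibroblasts ([…], hTERT), dosed 60 min, then exposed to the DSB inducer NCS for 30 min.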
Integrin act MD: activates integrin-mediated alleviation for muscular dystrophy; alpha7betagal myoblasts, beta-gal FDG fluorescence, 48 h; Potency, µM (doses to about 38.3 µM), for inactives: at the highest dose activation, hits mostly activators; 350,000 tested, 0.064% active; AID 624291;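 also: potency is read from the fitted curve at half-maximal effect; 100% = response of the positive control SU9516; nearly all actives have a fitted effect of over 60% in size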
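Alpha7betagal+/- myoblasts (passage 13) were plated 16-24 hr, then exposed to compounds (1:260 dilution of DMSO stock) for 48 hours at 37C. After MPER lysis, β-galactosidase reporter activity was read as FDG fluorescence (ex 480/em 540) after 30 minutes.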
Tb PFK inh: T. brucei PFK enzyme inhibition | O15648 | T. brucei PFK, ADP-Glo luminescence | Potency, µM (doses to about 57.5 µM), for inactives: at the top dose activity, negative = inhibition, hits mostly inhibitors | 330,000 tested, 0.17% active | AID 485367;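 also: potency is read from the fitted curve at half-maximal effect; 0% = uninhibited 1x PFK enzyme wells and -100% = no-enzyme wells; nearly all actives have a fitted effect of over 60% in size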
Target sequence (O15648 whole entry, looked up): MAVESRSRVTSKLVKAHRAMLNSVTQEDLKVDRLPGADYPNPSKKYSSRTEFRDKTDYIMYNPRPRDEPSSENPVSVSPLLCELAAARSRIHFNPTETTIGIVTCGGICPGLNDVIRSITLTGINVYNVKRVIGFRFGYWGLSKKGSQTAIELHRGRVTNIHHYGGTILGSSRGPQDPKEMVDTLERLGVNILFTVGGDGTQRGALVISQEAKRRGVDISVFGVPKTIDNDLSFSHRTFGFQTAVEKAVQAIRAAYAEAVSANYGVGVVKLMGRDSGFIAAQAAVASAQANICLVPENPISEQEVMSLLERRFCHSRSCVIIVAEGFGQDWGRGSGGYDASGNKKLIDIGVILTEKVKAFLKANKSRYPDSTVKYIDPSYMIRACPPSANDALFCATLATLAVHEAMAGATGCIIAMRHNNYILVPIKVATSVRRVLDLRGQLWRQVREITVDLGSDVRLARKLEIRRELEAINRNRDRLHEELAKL
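ADP-Glo luminescence quantified ADP after 45 min at room temperature, with 1.25 nM T. brucei PFK, 0.1 mM ATP and 0.5 mM fructose-6-phosphate in pH 8.0 TEA buffer. qHTS titrations up to 57 µM; curves classified by quality.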
TSG101-PTAP inh: blocks PTAP/TSG101 interaction to inhibit HIV-1 budding. AID 493005. Q99816. Potency, µM (top dose mostly 115 µM), inactives show at the highest dose activity change, negative = inhibition, actives largely listed as inhibitors. Fluorescence polarization, FITC-PTAP peptide / Tsg101 binding. 340,000 tested, under 10 active; active = well fitted inhibition curve with a large enough effect in the main read-out, with a control signal flat, not every such curve was filed as active; inconclusive = small, poorly fitted or top-dose-only effect, or effect the other way, or a change in a side signal; inactive = no such curve, though single readings can be large or run the other way; also: potency is read from the fitted curve at half-maximal effect; % of control where 0% means no effect
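Fluorescence anisotropy tracks displacement of a FITC-tagged PTAP peptide (50 nM) from the Tsg101 binding domain (10 uM), following a 20 min room-temperature incubation at pH 7.5.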
Mito fusion yeast: blocks mitochondrial division or promotes mitochondrial fusion | S. cerevisiae fusion-defective mutant growth rescue, CellTiterGlo 48 h | 320,000 tested, 0.23% active | AID 485298 | Potency, µM (series often up to 46.1 µM), for the others: at the highest dose growth rescue (activation), actives largely listed as activators;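 also: potency is read from the fitted curve at half-maximal effect; % of control where 0% means no effect; nearly all actives have a fitted effect of over 45% in size; temperature-sensitive fusion mutants such as fzo1-1 at 37 °C on non-fermentable ethanol glycerol medium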
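Growth-rescue viability read-out: after 48 h at the non-permissive 37C in glycerol/ethanol YPEG, yeast mitochondrial fusion mutants are measured by CellTiterGlo luminescence; compounds (23 nl pinned per well) restoring growth score as division inhibitors or fusion activators.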
Starred values were filed as active, the others as inactive; ? = inconclusive; nt = not tested or not shown; [ ] = another dose, or the depositor's remark. Unless noted, calls follow the shape of the dose curve; as a rule, active = well fitted curve in the direction sought with a large enough effect; inconclusive = small, poorly fitted or top-dose-only effect, or another doubt; inactive = no such curve, though single readings can be large; an effect the other way counts as inactive or inconclusive.

SMILES	ASM inhibitor	Eya2 phos inh	Chronic BCR inh	ELG1 repair inh	TSHR antagonist	TCR act	A-T KAP1 phos	Integrin act MD	Tb PFK inh	TSG101-PTAP inh	Mito fusion yeast
COc1ccc(CCN2C(=O)CC(NC34CC5CC(CC(C5)C3)C4)C2=O)cc1OC (stereo not drawn)	1.5%	-0.2%	-12.2%	?	-11.5	-2.4%	-4.3%	-20.1%	-2.2%	0.2%	6.8%
O=C1CCC(C(=O)NC2(C(=O)NC3CCCCC3)CCCCC2)N1 (stereo not drawn)	-0.2%	3.7%	-17.6%	16.1%	11.0	-4.2%	2.0%	4.3%	2.5%	-0.6%	-1.8%
Fc1ccc(-c2nnc(N3CCOCC3)c3ccccc23)cc1F	4.0%[11.5 µM]	1.2%	?	?	-14.3	4.6%	-0.9%	-0.2%	-2.6%	-7.6%	17.4%
CCn1c(SCC(=O)Nc2cc(Cl)ccc2OC)nnc1C1CC1	0.5%	-8.5%	7.9%	4.0%	10.8	0.7%	-1.5%	3.2%	1.7%	-1.2%	4.0%
O=C(NCC1CC1)Nc1ccccc1	2.7%	6.8%	2.7%	?	5.0	-4.1%	1.1%	-12.9%	-9.7%	-1.9%	-15.8%
Cc1sc2ncn3c(C)nnc3c2c1C	1.1%	10.8%[15.4 µM]	1.6%	-0.6%	-3.6	0.2%	12.9%	9.8%	-0.6%	-6.2%	1.8%
CC1CCc2nc3ccc(S(=O)(=O)N4CCC(C(=O)NC(C)c5ccccc5)CC4)cc3c(C(=O)O)c2C1 (stereo not drawn)	2.5%	7.2%	0.0%	0.2%	13.8	3.4%	-0.6%	-17.9%	-0.5%	-5.5%	4.2%
O=C(O)C1CCCCC1C(=O)Nc1ccc(Cl)cc1Cl (stereo not drawn)	-0.1%	4.0%	6.8%	17.8%	-8.8	9.8%	13.1%	4.5%	-2.4%	-2.8%	1.5%
CCOc1ccc(CCNC(=O)c2cc(-c3ccccc3)c(N3CCOCC3)s2)cc1OCC	-2.0%	-9.5%	?	16.4µM*	-23.7	0.0%	0.6%	?	0.1%	-0.7%	-17.5%
CCN(CC)S(=O)(=O)c1ccc(NC(=O)COC(=O)c2cc(S(=O)(=O)Nc3ccc(OC)cc3)ccc2O)cc1	-1.6%	-18.8%	1.0%	4.4%	31.6	nt	9.5%	-18.2%	8.5%	0.7%	-4.8%
Cc1ccc(/C=N/n2c(C)nnc2C)o1	1.6%	1.3%	-0.6%	?	17.2	-0.5%[46.1 µM]	-3.1%	-7.0%	-2.7%	-3.2%	5.1%
S=C(c1ccc(-c2ccc(Cl)cc2Cl)o1)N1CCCCC1	-12.5%	22.6%	?	?	-18.2	-1.6%	-11.7%	-17.6%	0.2%	-0.4%	8.0%
COc1ccc(S(=O)(=O)N(C(=O)c2ccncc2)c2ccc(OC(=O)c3ccncc3)cc2)cc1	3.1%	-9.5%	?	-25.5%	-5.6	-1.8%	-2.0%	5.8%	-1.7%	-5.7%	-3.7%
Cc1cc(C(=O)N/N=C/c2cn[nH]c2-c2ccccc2)cs1	-1.6%	-7.4%	?	?	-10.6	5.1%[46.1 µM]	-0.1%	8.3%	-3.9%	-1.5%	6.7%
CCOC(=O)c1cc2nc(-c3ccccc3)cc(C)n2n1	92.5%[activator]	-5.7%	-4.2%	-4.9%	-7.3	nt	2.1%	23.6%	3.9%	-0.5%	4.0%
COc1cc(OC)cc(C(=O)NNc2nc3cc4c(cc3s2)OCO4)c1	-0.9%	2.1%	-5.0%	12.0%	-2.8	7.4%	-4.3%	-10.9%	-1.2%	-0.1%	-4.8%
Cc1noc(C)c1COc1ccccc1C(=O)N(C)Cc1ccc(C(C)(C)C)cc1	-16.4%	-24.6%	?	?	-40.1	nt	1.0%	-40.6%	-1.7%	?	26.2%
COc1ccc(C(C)=O)cc1CSC(=N)N	-4.0%	-3.5%	-19.7%	2.7%	23.7	-0.4%	3.1%	-6.0%	7.5%	0.4%	2.4%
COc1cc(/C=C/C(=O)OCC(=O)NC2CC2)cc(S(=O)(=O)N2CCc3ccccc32)c1OC	6.7%	-21.0%	-0.1%	?	-2.7	0.5%	1.6%	0.1%	6.8%	-1.7%	1.6%
Cc1ccc(C)c(NC(=O)CSc2nnc([C@@H](N)Cc3ccccc3)o2)c1	-2.8%	4.5%	2.1%	12.6%	3.1	3.8%	-0.1%	10.0%	-0.4%	-10.2%	3.2%
O=C(CSc1nnc(CNC(=O)c2c(F)cccc2Cl)o1)Nc1ccc2c(c1)OCO2	-3.7%	1.9%	-12.9%	-5.8%	-2.8	0.9%	-2.0%	8.9%	-0.7%	-0.4%	-0.1%
N#Cc1nc(Cc2ccccc2)oc1N1CCN(c2ccccc2)CC1	-1.7%	-35.5%	0.7%	-6.7%	-3.0	-3.5%	-0.7%	?	-2.9%	-3.4%	10.2%
Cc1cc(NC(=O)c2cccc(COc3ccc(Br)cc3)c2)no1	-11.3%	8.1%	?	?	-5.4	10.1%[46.1 µM]	-10.7%	0.0%	-25.2%	0.5%	6.8%
CCOC(=O)c1c(S(=O)(=O)N2CCc3ccccc32)c(C)n(C)c1C	-1.6%	1.0%	8.9%	8.0%	-3.6	-7.2%	6.7%	14.3%	-4.1%	0.5%	19.6%
COc1ccc(NC(=O)CSc2nc3scc(C)c3c(=O)[nH]2)cc1	-2.4%	-3.1%	-2.1%	24.5%	1.2	2.5%	0.4%	-44.7%[inhibitor]	0.9%	0.3%	1.8%
O=C(CP(=O)(c1ccccc1)c1ccccc1)N1CCOCC1	3.8%	-0.9%	-21.1%	6.4%	-24.5	13.7%	0.2%	8.6%	7.6%	-6.0%	29.7%
CCOC(=O)CC1CCCCN1C(=O)c1ccc2oc(CCc3ccccc3)nc2c1 (stereo not drawn)	-0.7%	-2.4%	12.2%	24.9%	1.0	-2.7%	2.5%	-0.1%	1.2%	-6.8%	7.7%
CCc1ccc(OCc2ccc(C(=O)O)o2)cc1	10.9%	-16.1%	?	?	-9.9	0.5%	-1.4%	40.9%	-0.4%	-9.7%	10.4%
O=C(Cn1cnc2c(nnn2Cc2ccccc2)c1=O)NCC1CCCO1 (stereo not drawn)	5.1%	2.5%	3.4%	-8.6%	6.3	-4.3%	5.7%	-4.4%	1.8%	-0.3%	2.4%
CCCCN(CCCC)S(=O)(=O)c1ccc(NC(=O)CN2CCOCC2)cc1	-1.7%	-19.1%	0.0%	-3.8%	25.7	11.0%	nt	2.3%	1.0%	-12.9%	20.0%
N#C/C(=C(/O)COC(=O)CSc1ccc2ccccc2c1)c1nc2ccccc2[nH]1	13.8%	3.4%	18.0%	?	1.2	-5.1%[46.1 µM]	0.3%	-53.5%[inhibitor]	4.3%	6.4%	-3.6%
CC(C)=CC(=O)OCC(=O)Nc1ccccc1Cl	-0.4%	-2.3%[15.4 µM]	-10.3%	10.7%	1.2	-5.1%	-10.0%	-0.7%	1.8%	-1.9%	4.8%
CCOC(=O)CC(=O)CSc1nc2ccc(C)cc2cc1C#N	21.5%	-5.5%	20.7%	?	-0.5	4.3%	-2.8%	-27.4%	-4.9%	?	0.3%
CC(C)(C)c1ccc(C(=O)NCc2ccc(Cl)cc2)cc1	3.0%	15.8%	8.3%	?	46.2	1.3%	-2.5%	-9.1%	13.8%	-8.6%	-1.3%
O=C(Nc1cccc(NC(=O)c2cncc(Br)c2)c1)c1cncc(Br)c1	-0.7%	0.7%	10.2%	20.6µM*	-15.0	0.1%	3.6%	17.4%	-0.6%	7.1%	2.2%
Cc1sc2nc(SCC(=O)NCc3ccco3)n(C)c(=O)c2c1C	0.8%	-8.2%	0.5%	?	-3.8	1.3%	7.6%	-24.0%	0.5%	0.7%	5.3%
Cc1ccc(OCCCC(=O)Nc2cc(S(=O)(=O)N3CCOCC3)ccc2N2CCOCC2)cc1	-1.2%	2.0%	-3.8%	-4.5%	-3.7	-4.5%	1.6%	-22.7%	-6.1%	1.5%	0.8%
